LDHA block – blocks human lactate dehydrogenase A; AID 1347041; purified LDHA, NADH/diaphorase-resazurin fluorescence; stronger effect = lower value; activity change, % (values are at about 110 or 230 µM); actives 0.15% (n = 480,000); P00338; in the data active = activity change below about -30%; inconclusive = mostly about -25% to -30%;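 note: plate controls were DMSO wells for no effect and wells without enzyme for full effect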
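Remaining NADH was detected by diaphorase (0.133 mg/mL) converting 37 µM resazurin to fluorescent resorufin, read at 0 and 20 minutes. The preceding 5-minute room-temperature reaction used 2 nM LDHA, 0.2 mM sodium pyruvate and 0.06 mM NADH at pH 7.4.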
Starred values were filed as active, the others as inactive; ? = inconclusive. The list is partial; the hit share may differ from the screen's.

SMILES | LDHA block
Cc1ccc(Oc2ccc(-c3ccc(Oc4ccc(C)c(C)c4)cc3)cc2)cc1C | -9
O=C(NCCc1c[nH]c2ccccc12)NC1CCCCC1 | -1
O=S(=O)(O)NCCCO | -4
CCOc1ccc2c(=O)c(-c3ccc(OC)cc3)c(C(F)(F)F)oc2c1 | -23
CC(Sc1nnc(-c2nn(Cc3ccccc3)c(=O)c3ccccc23)o1)C(=O)N1CCCC1 (configuration not stated) | 3
O=C1c2ccccc2C(c2nnnn2-c2ccc3c(c2)OCCO3)N1Cc1cccs1 (configuration not stated) | -1
Oc1ccc(CNc2ccccc2C(F)(F)F)c2cccnc12 | 34
CCOC1CSc2sc(=S)sc2S1 (configuration not stated) | -7
CN(C)c1ccc(-c2csc(N3CCC(C(N)=O)CC3)n2)cc1 | 8
COc1cccc(CNC(=O)c2ccc(S(=O)(=O)N3CCc4ccccc4C3)cc2)c1 | 2
CC(CC(=O)Nc1cccc(C(N)=O)c1)(C(=O)O)c1ccccc1 (configuration not stated) | 0
CCCn1c(C(O)(c2nc3ccccc3n2CCC)C(F)(F)F)nc2ccccc21 | 2
Cc1ccc(C)c(Cn2c(N3CCC(C(=O)N4CCCCC4)CC3)nc3ccccc32)c1 | 4
CC(NC(=O)c1cc(=O)[nH]c2ccccc12)c1ccncc1 (configuration not stated) | -3
Nc1c(N(Cc2ccco2)C(=O)COc2ccc3ccccc3c2)c(=O)[nH]c(=O)n1Cc1ccccc1 | ?
Nc1nccnc1C(=O)NCCc1ccccn1 | 6
CCOC(=O)c1ccc(NC(=O)c2c(-c3ccc(OC)cc3)oc3ccc(OC)cc23)cc1 | 5
CCOc1ccc(NC(=O)COC(=O)c2nn(C)c(=O)c3ccccc23)cc1 | -3
Fc1ccc(-c2nc(-c3ccccn3)no2)cc1 | 4
Cc1oc(-c2cccs2)nc1CC(=O)NCC(F)(F)F | -2
CC(=O)Nc1ccc(Nc2nc(-c3ccc(NC(C)=O)cc3)cs2)cc1 | 0
COc1ccc(N(Cc2cccs2)S(=O)(=O)c2ccc3c(c2)oc(=O)n3C)cc1 | 4
COc1ccc(NC(=O)c2ccc(O)c(Cl)c2)c(OC)c1 | -4
CCCCn1c(=O)n(CC(=O)NCc2ccc(C)cc2)c(=O)c2c1ncn2Cc1ccco1 | -7
COCCn1cnnc1SCc1ccc(F)cc1Cl | -10

A draw from above in order of heavy-atom count, smallest number first.
SMILES | LDHA block
O=S(=O)(O)NCCCO | -4
CCOC1CSc2sc(=S)sc2S1 (configuration not stated) | -7
Nc1nccnc1C(=O)NCCc1ccccn1 | 6
COCCn1cnnc1SCc1ccc(F)cc1Cl | -10
Cc1oc(-c2cccs2)nc1CC(=O)NCC(F)(F)F | -2
O=C(NCCc1c[nH]c2ccccc12)NC1CCCCC1 | -1
CC(NC(=O)c1cc(=O)[nH]c2ccccc12)c1ccncc1 (configuration not stated) | -3
Oc1ccc(CNc2ccccc2C(F)(F)F)c2cccnc12 | 34
CC(CC(=O)Nc1cccc(C(N)=O)c1)(C(=O)O)c1ccccc1 (configuration not stated) | 0
CCOc1ccc2c(=O)c(-c3ccc(OC)cc3)c(C(F)(F)F)oc2c1 | -23
CCOc1ccc(NC(=O)COC(=O)c2nn(C)c(=O)c3ccccc23)cc1 | -3
COc1ccc(N(Cc2cccs2)S(=O)(=O)c2ccc3c(c2)oc(=O)n3C)cc1 | 4
Cc1ccc(Oc2ccc(-c3ccc(Oc4ccc(C)c(C)c4)cc3)cc2)cc1C | -9
COc1cccc(CNC(=O)c2ccc(S(=O)(=O)N3CCc4ccccc4C3)cc2)c1 | 2
CC(Sc1nnc(-c2nn(Cc3ccccc3)c(=O)c3ccccc23)o1)C(=O)N1CCCC1 (configuration not stated) | 3
Nc1c(N(Cc2ccco2)C(=O)COc2ccc3ccccc3c2)c(=O)[nH]c(=O)n1Cc1ccccc1 | ?

A draw from above in order of molar mass, falling.
SMILES | LDHA block
Nc1c(N(Cc2ccco2)C(=O)COc2ccc3ccccc3c2)c(=O)[nH]c(=O)n1Cc1ccccc1 | ?
Cc1ccc(Oc2ccc(-c3ccc(Oc4ccc(C)c(C)c4)cc3)cc2)cc1C | -9
CC(NC(=O)c1cc(=O)[nH]c2ccccc12)c1ccncc1 (configuration not stated) | -3

Next records
SMILES | LDHA block
Cc1ccc(-c2nc(-c3nc(-c4ccc(C)cc4C)cs3)sc2C)cc1 | 7
Cc1c2c(nc3ccccc13)-c1ccccc1CC2 | -21
CC(C)Sc1ccc2nn(CC(=O)Nc3ccccc3F)c(=O)n2n1 | 1
CC(C)(C)OC(=O)NCCc1nc(NC(=O)OCc2ccccc2)sc1C(=O)O | -2
Cn1c(=O)c2c(nc(Sc3nncn3Cc3ccccc3)n2C)n(C)c1=O | -7
Cc1cc(C(F)(F)F)nc(Sc2nc(C)cc(C)c2C#N)n1 | -3
O=C(O)COc1ccc(/C=C2/NC(=O)NC2=O)cc1Br | 11
CCc1ccc(-c2nc(-c3nc(-c4ccc(C)cc4C)cs3)sc2C)cc1 | -2
Cc1ccc(S(=O)(=O)NC(C)(C)C)cc1C(=O)NCc1coc(-c2cccs2)n1 | -4
CC(C)c1ccc(C(=O)N2CCN(c3nc4ccccc4o3)CC2)cc1 | 12
CCN(CC)S(=O)(=O)c1ccc(NS(=O)(=O)c2cccc(C#N)c2)cc1 | -6
COC(=O)[C@]12CCCCC=C1N(Cc1ccc(Cl)cc1Cl)C(=O)[C@H](CC(=O)NCc1cccc3ccccc13)C2 | -3
C=C(C)COc1ccccc1N | 1
CC(C)C[C@H]1CN(CCCC[C@@H]2CNC(=O)C(=O)N2Cc2ccccc2)C(=O)C(=O)N1Cc1ccccc1 | -2
Cc1cc(SC(C(=O)O)c2ccccc2)ncn1 (configuration not stated) | 3
Cc1ccsc1CN(CC1CCCO1)C(=O)COc1cc(C)c(Cl)c(C)c1 (configuration not stated) | -2
Cc1ccc(C(=O)/C=C/c2ccc(-c3ccccc3Br)o2)cc1 | 0
O=C(Nc1ccccc1)Nc1nnc(-c2ccc(Cl)c(Cl)c2)s1 | 3
CSCc1ccc(C(=O)Nc2ccc3c(c2)NC(=O)CS3)cc1 | 3
COCc1nnc(NC(=O)CCn2ccc3ccc(F)cc32)s1 | 0
Cn1c(SCCC(=O)Nc2sccc2C#N)nnc1-c1ccccc1F | -22
O=S1(=O)N=C(Oc2ccc(Cl)cc2)c2ccccc21 | 0
O=C(NCCCNC(=O)C1CCCCC1)C1CCCCC1 | 0
CCOC(=O)[C@]12CCC=C1N(Cc1ccc(Cl)cc1Cl)C(=O)[C@H](CC(=O)N1CCN(C(=O)c3ccco3)CC1)C2 | 3
Clc1ccc(CN(CCCNc2ncnc(NCCCc3cnc[nH]3)n2)c2ccc(Br)cn2)cc1Cl | 0
Other results:
SMILES | LDHA block
O=C(Cc1c(Cl)cccc1Cl)OCc1cccc([N+](=O)[O-])c1 | 1
CN(Cc1ccc(F)cc1F)C(=O)COc1ccc2ccc(=O)oc2c1 | 1
O=C(/C=C/c1ccc(COc2ccc(F)cc2F)o1)c1cccc([N+](=O)[O-])c1 | 1
CC1=C(C)CC(C(=O)N2CCN(CCc3ccccc3)CC2)C(C(=O)O)C1 (configuration not stated) | -1
COc1ccc(NC(=O)Cc2c(C)c3c(O)cc(C)cc3oc2=O)cc1OC | -14
C=C(C)Cn1c(SCC(=O)Nc2ccccc2)nc2c1c(=O)[nH]c(=O)n2C | 4
Cc1ccc(N=c2scc(-c3ccccc3)n2-c2cccc(C)c2)cc1 | -6
O=S(=O)(c1cccc2ccccc12)N1CCN(c2ccc(F)cc2)CC1 | -12
Cc1cc(C(=O)OCC(=O)N(C)Cc2ccc(F)cc2)c2ccccc2n1 | 7
Cc1cc(C)cc(C(=O)N2CCN(Cc3nc(N)c4ccccc4n3)CC2)c1 | 3
Cc1ccc2[nH]c(C(=O)NCc3ccco3)cc2c1 | 5
CC(O)c1ccc(-c2ccc(CNCCc3ccccc3)o2)cc1 (configuration not stated) | -2
CC(NC(=O)CCc1ccsc1)C1CCCO1 (configuration not stated) | -8
CN(C)c1nc(N(C)C)nc(-n2cnc(SCc3ccccc3)n2)n1 | 0
O=C(Nc1ccccc1)c1cccc(OCc2ccccc2)c1 | 10
CC(Cc1ccc(Cl)cc1)NC(=O)c1ccc[n+]([O-])c1 (configuration not stated) | -9
O=C(CC1CCCC1)Nc1cccc2ncccc12 | 7
Cc1ccc(NC(=O)N2CCN(C(=O)c3nonc3N)CC2)cc1F | 6
Cc1ccc(NC(=O)Cn2nc3ccc(SC(C)C)nn3c2=O)c(Cl)c1 | -11
O=C(NCc1ccccc1)C1CCCN(c2cnc3ccccc3n2)C1 (configuration not stated) | 3
O=C(NCc1cccc(Cl)c1)C1CCCN(c2ncnc3nc[nH]c23)C1 (configuration not stated) | -2
CC(c1ccc(F)cc1)N(C)CCC(=O)N1CCCCC1 (configuration not stated) | -1
Cc1nc2cc(NC(=O)C3CCCCC3)ccc2o1 | -2
CCC(=O)Nc1ccc(C)cc1-c1nnc(SCC(=O)Nc2cccc(Cl)c2Cl)[nH]c1=O | 1
O=C1c2ccccc2C(c2nnnn2Cc2ccccc2)N1CCOc1ccccc1 (configuration not stated) | -3
Continuation.
SMILES | LDHA block
CCC1CCc2c(sc(NC(=O)c3c(-c4ccccc4)noc3C)c2C(=O)OC)C1 (configuration not stated) | -2
O=C(CC1Sc2ccc(C(F)(F)F)cc2NC1=O)Nc1ccc(OC(F)F)cc1 (configuration not stated) | -7
Cc1ccc(-c2nc3cc(C)c(Br)c(C)n3c2Cc2ccsc2)cc1 | 2
Cc1ccc(C)c(S(=O)(=O)NCC2CN(Cc3ccccc3)CCO2)c1 (configuration not stated) | 3
CN(C)CCC(OC(=O)C1(c2ccccc2)CCCC1)c1ccccc1 (configuration not stated) | 3
CCCCC(Sc1nnc(C)n1-c1cccc(C)c1)C(=O)Nc1cc(C)on1 (configuration not stated) | 3
CCN(CC)C(=O)c1ccc(CSC(F)F)o1 | -4
COc1ccc(CNc2oc(-c3ccco3)nc2C#N)cc1 | ?
CCCc1ccc(C(=O)Oc2ccc(-c3ccc(CCC)cn3)cc2)cc1 | -5
O=c1c2sccc2nc(SCc2nc(-c3cccc(C(F)(F)F)c3)no2)n1C1CC1 | 4
CCCNC(=O)C(C)NC(=O)CN(C)Cc1ccc(C(F)(F)F)cc1 (configuration not stated) | 3
O=S(=O)(c1ccc(Sc2nnnn2C2CC2)nc1)N1CCCCC1 | 6
Cc1cc(C)cc(CCCCCCCCCCCC(=O)O)c1 | 0
CC(C)Oc1ccc(C(CC(=O)O)NC(=O)c2ccc(Cl)cc2)cc1 (configuration not stated) | -2
Cn1c(=O)c2c(nc(CN(Cc3ccccc3)Cc3ccccc3)n2CC(N)=O)n(C)c1=O | -1
Cc1ccc(-c2nc(CSc3nc(C)c(CCO)c(=O)[nH]3)c(C)o2)cc1 | 2
CN1C(=O)[C@@](O)(c2cn(C)c3ccccc23)c2cc(F)ccc21 | 0
Cc1cccc(NC(=S)N/N=C/C2=CCC3CC2C3(C)C)c1C (configuration not stated) | -4
CCCS(=O)(=O)NCCc1ccc(C(=O)O)cc1 | 9
Cc1ccc(CNC(=O)NCC(=O)Nc2cccc(C(F)(F)F)c2)cc1 | 0
COc1cc(NC(=O)NCc2nnnn2-c2ccc(C)cc2)cc(OC)c1OC | 14
CN(C)C(CNC(=O)c1cccs1)C1CC1 (configuration not stated) | -1
Cc1cc(NC(=O)CNc2cc(S(=O)(=O)N3CCOCC3)ccc2N2CCCCC2)no1 | 10
Cc1ccc(C(=O)/C=C/c2ccccc2C)cc1C | 4
CCCC(=O)Oc1ccc2c(=O)c(Oc3cc(C)cc(C)c3)coc2c1 | 1
New compounds follow:
SMILES | LDHA block
O=C(Oc1ccc2cc(-c3ccccc3)c(=O)oc2c1)C1CC1 | 8
Cc1ccccc1OCc1nc(C#N)c(N2CCC(C)CC2)o1 | -20
O=C(c1cc(F)cc(F)c1)N(Cc1ccco1)C1CC1 | 0
O=C(Nc1ccc(F)cc1)C(c1cc2ccccc2o1)N1CCN(c2cccc(C(F)(F)F)n2)CC1 (configuration not stated) | 3
COc1ccc(NC(=O)c2cc(=O)c3cc(C)ccc3o2)c(OC)c1 | -3
CCCCOc1ccc(/C=C(\C#N)c2nc(-c3ccc(Cl)cc3)cs2)cc1 | -10
COc1ccccc1NS(=O)(=O)c1cc(NC(=O)c2ccccc2)ccc1N1CCCC1 | -1
Cc1nc(CNC(=O)N(C)Cc2ccc3c(c2)OCO3)cs1 | -11
CS(=O)(=O)N1CCN(c2ccc(NC(=O)COc3ccc(Cl)cc3)cc2)CC1 | 6
COc1ccc(NC(=O)Cc2c(C)c3ccc(OC)c(C)c3oc2=O)cc1OC | 2
O=C(COc1ccc(-c2ccccc2)cc1)NCCc1c[nH]c2ccccc12 | 1
O=C(c1n[nH]c(=O)c2ccccc12)N1CCN(Cc2ccccc2)CC1 | 3
CC(C)CC(=O)Nc1ccc2oc(-c3ccccc3)nc2c1 | -6
CCN(CC)Cc1ccc(CNC(=O)c2nccnc2N)cc1 | 2
CC1CCc2cc(F)ccc2N1C(=O)C1(C)CC1(Br)Br (configuration not stated) | 4
CC(C)N(C(=O)COC(=O)c1ccc2ccccc2n1)C(C)C | -4
CC(=O)Nc1cc(C(=O)COC(=O)c2cccc3ccccc23)ccc1O | 3
O=S(=O)(NC1CCCC(NS(=O)(=O)c2c(F)cccc2F)C1)c1ccc2c(c1)OCCO2 (configuration not stated) | 2
COC(=O)COc1ccc2c(C)c(C)c(=O)oc2c1C | 0
CCOc1cccc2cc(-c3nc(-c4ccccc4F)no3)c(=O)oc12 | -35*
Cc1cccc(NC(=O)c2nc3ccccc3nc2N2CCOCC2)c1C | 2
CC(=O)Nc1cc(NC(C)=O)cc(C(=O)NCC2CCCCC2)c1 | -2
O=C(Cc1cn2ccsc2n1)Nc1cccc(S(=O)(=O)N2CCCCCC2)c1 | 3
CS(=O)(=O)NCCCNC(=O)c1cnc2ccccc2n1 | 2
Cc1oc(-c2cccs2)nc1C(=O)NC(C)CN1CCOCC1 (configuration not stated) | -22

Assay outcomes deposited in PubChem BioAssay by National Center for Advancing Translational Sciences (NCATS).
